Imprint erasure: genomic imprint erasure induction; mouse ES Peg3-LacZ reporter, beta-gal luminescence, 40 h; Potency, µM (titrated, usually from 60.7 µM), inactives show top-dose activity change, positive = activation, hits mostly activators; actives 0.02% (n = 110,000); AID 1948;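 further: 0% = negative control wells on the plate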
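Each well holds 300 Peg3LacZ-Neo (maternal) female ES cells incubated 40 h at 37C, 5% CO2. LacZ is measured by BetaGlo luminescence, with AC50 and maximum efficacy derived from dose-response curves.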
p53ts 39C kill: cytotoxicity in p53ts cells at nonpermissive temperature; H1299-p53A138V viability at 39C, ATP luminescence, 24 h; Potency, µM (series often up to 46.1 µM), for the others: at the top dose activity change, negative = cell killing, actives largely listed as cytotoxic; actives 1.5% (n = 130,000); further: nearly all actives have a fitted effect of over 55% in size
IkB signaling: IkB pathway inhibition in ABC-DLBCL cells | Potency, µM (highest dose often 57.1 µM), without a hit: at the top dose IkBa stabilization activation | ABC-DLBCL IkBa-CBG/CBR dual luciferase ratio, 4 h; response scale: scaled: untreated 0%, proteasome inhibitor 100% | actives 0.04% (n = 110,000); active means well fitted curve in the direction sought with a large enough effect in the signal ratio, not every such curve was filed as active; inconclusive means small, poorly fitted or top-dose-only effect, or a change in a side signal; the % refers to the signal ratio;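 further: the direction sought is a rising ratio; 0% = basal untreated cells and 100% = reference inhibitor full response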
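Curves were fitted separately to fusion (green), unfused (red) and ratio luminescence, then classed by r2, magnitude and activity. Cells: OCI-Ly3, 4 h compound plus doxycycline at 37C; 10 uM MG-132 defined full response.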
p53ts 32C kill: p53ts cell cytotoxicity, permissive temperature. H1299-p53A138V at 32C, ATP luminescence viability, 24 h. Potency, µM (series often up to 46.1 µM), inactives show top-dose activity change, negative = cytotoxicity, hits mostly cytotoxic. actives 0.93% (n = 130,000). AID 924;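 further: 0% = DMSO and -100% = full killing by reference compound; nearly all actives have a fitted effect of over 55% in size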
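Viability by ATPlite luminescence after 24 h compound treatment (up to 46 uM) at the permissive 32C. Cells are H1299 carrying p53 A138V. Scale runs from DMSO basal to 100 uM tamoxifen as full kill; AC50 from Hill fits.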
Active calls of the source: *; ? = inconclusive; nt = no result given; & = joins results of further samples; ! = not confirmed by another sample; [ ] = remark or other dose. Unless noted, the call rests on the fitted dose curve; in most records, active means well fitted curve in the direction sought with a large enough effect; inconclusive means small, poorly fitted or top-dose-only effect, or another doubt; inactive means no such curve, though single readings can be large; an effect the other way counts as inactive or inconclusive. Unless noted, on the % scale 0 is the no-effect control and ±100 the full control effect; potency means the concentration at half of the fitted maximal effect.

SMILES	Imprint erasure	p53ts 39C kill	IkB signaling	p53ts 32C kill
O=C(CN1CC(c2ccccc2)CC1=O)Nc1ccc(F)cc1 (stereo not drawn)	-2%	-1%	-0.1%	-5%
COc1cc2[nH]c(=O)n(-c3ccc(C)cc3)c(=O)c2cc1OC	-3%[10.9 µM]	3%	1.7%	7%
Cc1cc(C)c(C(=O)CN2CCOCC2)c(C)c1	-26%	6%	8.7%	-8%
CCOP(=S)(OCC)SCn1c(=O)oc2cc(Cl)ccc21	?	-7%	nt	-8%
CCOc1ccc(Br)c(C2(O)CC(C)N(C)CC2C)c1 (stereo not drawn)	-79%[inhibitor]	-30%	?	?
CC(C)c1c(CN(C)[C@@H](C)Cc2ccccc2)n(C)n(-c2ccccc2)c1=O	4%[16.8 µM]	2%[20.6 µM]	-0.5%[25.6 µM]	-1%[20.6 µM]
O=c1cccc2n1CC1CC2CN(C(c2cccc(F)c2)c2sc3ncnn3c2O)C1 (stereo not drawn)	-6%	12%	-0.2%	-2%
Clc1ccc([C@@H]2C[C@H]3CC[C@@H]2N3)cn1	-1%	-4%	1.3%	-13%
O=c1[nH]c(=O)n(Cc2ccco2)c(O)c1C=NC1CC1	-9%	-4%	-0.7%	3%
N#Cc1ccc(N2CCNCC2)c(F)c1	-18%	0%	0.4%	1%
c1ccc(N2CCCC3(CCNCC3)C2)nc1	nt	-11%	1.7%[11.4 µM]	-8%
CCN(CC)CCCN=C(C)c1c(O)n(-c2ccccc2)c(=O)[nH]c1=O	21%	6%	0.2%	5%

Nothing new here: an excerpt of the list.
SMILES	Imprint erasure	p53ts 39C kill	IkB signaling	p53ts 32C kill
CCOc1ccc(Br)c(C2(O)CC(C)N(C)CC2C)c1 (stereo not drawn)	-79%[inhibitor]	-30%	?	?
CC(C)c1c(CN(C)[C@@H](C)Cc2ccccc2)n(C)n(-c2ccccc2)c1=O	4%[16.8 µM]	2%[20.6 µM]	-0.5%[25.6 µM]	-1%[20.6 µM]

Full records as entered above. Values in the order: Imprint erasure, p53ts 39C kill, IkB signaling, p53ts 32C kill
Listed for CCOc1ccc(Br)c(C2(O)CC(C)N(C)CC2C)c1 (stereo not drawn) : -79%[inhibitor], -30%, ?, ?
Listed for O=c1cccc2n1CC1CC2CN(C(c2cccc(F)c2)c2sc3ncnn3c2O)C1 (stereo not drawn) : -6%, 12%, -0.2%, -2%

More entries follow.
SMILES	Imprint erasure	p53ts 39C kill	IkB signaling	p53ts 32C kill
CCCN1CCc2cccc3c2[C@@H]1Cc1ccc(O)c(O)c1-3	nt	?	14%	-24%
c1cncc(C2CCCCN2Cc2ccc3c(c2)OCO3)c1 (stereo not drawn)	-15%	11%	-0.2%	-4%
Cn1cnc(CCN)c1	-7%	15%	1.0%	5%
Cc1ccccc1C(=O)Nc1ccc(C(=O)OCc2cc(=O)n3nc(C4CC4)sc3n2)cc1	-17%[10.9 µM]	?	?	?
CCC(=Nc1ccc(OC)cc1OC)c1c(O)n(C2CCCCC2)c(=O)[nH]c1=O	-19%	41%[activator]	-0.3%	26%
CN1C(=O)C(Cc2ccc3c(c2)OCO3)C(=O)N(C)C1=O	-9%	2%	0.2%	-4%
CC(C)(C)OC(=O)N1CCC(c2c(C(=O)N3CCN(Cc4ccccc4)CC3)cnn2-c2ccc(Cl)cc2)CC1	-6%[10.9 µM]	?	?	8%
CC(C)c1ccc(C(O)(C(=O)O)c2ccc(C(C)C)cc2)cc1	-10%[10.9 µM]	10%[9.22 µM]	-0.1%[11.4 µM]	-6%[9.22 µM]
CC(C)c1ccc(C(c2c(O)c3ccccc3oc2=O)c2c(O)c3ccccc3oc2=O)cc1	21%[10.9 µM]	0%[9.22 µM]	18%[11.4 µM]	1%[9.22 µM]
CCOC(=O)C1=C(N)Oc2c(c(=O)oc3ccccc23)C12C(=O)N(C)c1ccccc12 (stereo not drawn)	-3%	4%	?	7%
CC[C@@]1(O)C(=O)OCc2c1cc1n(c2=O)Cc2cc3ccccc3nc2-1	-26%	?	?	?
COc1cc(C2SCC(=O)Nc3c2c(=O)[nH]n3C2CCCCCC2)cc(OC)c1OC (stereo not drawn)	nt	11%	nt	11%

The closing 5 compounds of the part before are carried over, then new ones follow.
SMILES	Imprint erasure	p53ts 39C kill	IkB signaling	p53ts 32C kill
CC(C)c1ccc(C(O)(C(=O)O)c2ccc(C(C)C)cc2)cc1	-10%[10.9 µM]	10%[9.22 µM]	-0.1%[11.4 µM]	-6%[9.22 µM]
CC(C)c1ccc(C(c2c(O)c3ccccc3oc2=O)c2c(O)c3ccccc3oc2=O)cc1	21%[10.9 µM]	0%[9.22 µM]	18%[11.4 µM]	1%[9.22 µM]
CCOC(=O)C1=C(N)Oc2c(c(=O)oc3ccccc23)C12C(=O)N(C)c1ccccc12 (stereo not drawn)	-3%	4%	?	7%
CC[C@@]1(O)C(=O)OCc2c1cc1n(c2=O)Cc2cc3ccccc3nc2-1	-26%	?	?	?
COc1cc(C2SCC(=O)Nc3c2c(=O)[nH]n3C2CCCCCC2)cc(OC)c1OC (stereo not drawn)	nt	11%	nt	11%
CCOc1ccc(-c2cn3c(n2)sc2cc(C(=O)N4CCCC(C)C4)ccc23)cc1 (stereo not drawn)	-13%[10.9 µM]	?	?	-5%
O=C(Cn1ncc2c3ccccc3n(Cc3ccccc3)c2c1=O)N1CCC2(CC1)OCCO2	-16%	8%	1.4%	14%
COc1ccc(C2NCc3ccc4c(c3-n3cccc32)OCO4)cc1OC (stereo not drawn)	-17%	12%	1.0%	-6%
CCC(=NC1CC1)c1c(O)n(-c2ccc(OC)cc2)c(=O)[nH]c1=O	-4%	6%	3.9%	-4%
Cn1ccnc1P(=S)(c1nccn1C)N1CCOCC1	-10%	-5%	-0.4%	-6%
O=S1(=O)N(CCN2CC=C(c3c[nH]c4cc(F)ccc34)CC2)c2cccc3c2N1CCC3	-20%	13%	?	4%
CC(CO)(CO)N=Cc1c(O)n(-c2cccc3ccccc23)c(=O)[nH]c1=O	-8%	3%	-0.6%	-1%
Cl/C=C\Cl	5%	-2%	0.6%	0%[1.84 µM]
O=c1c2ccccc2nc(-c2ccco2)n1-c1cccnc1	1%	1%	0.5%	7%
CCCC(C)C1(CC)C(=O)NC(=Nc2ccc(F)cc2)NC1=O (stereo not drawn)	-4%	18%	6.4%	25%
Cc1ccc2nc3c(cc2c1)CC1(C(=O)N(C)C(=O)N(C)C1=O)C1COCCN31 (stereo not drawn)	-23%	-20%	0.8%	-19%
COc1ccc(CN2CCN(C(=O)Cc3ccccc3)CC2)c(OC)c1	-10%	1%	1.1%	5%
CCOC(=O)c1cccc([P+](=O)O)c1	-15%	0%	2.0%	10%
O=c1c2ccccc2nc(/C=C\c2ccccc2F)n1-c1ccc(O)cc1	-18%[10.9 µM]	-20%	?	3%
Clc1ccc(C(Cl)(Cl)Cl)cc1Cl	-2%	9%	0.9%	0%[1.84 µM]
NC(Cc1ccc(N(CCCl)CCCl)cc1)C(=O)O (stereo not drawn)	-56%&-58%[inhibitor]	-17%	nt	-9%
O=[N+]([O-])c1cc(Cl)c(Cl)c(Cl)c1	11%	13%	3.5%	10%[1.84 µM]
COc1ccccc1/C=C1/C(=N/O)C2CCN1CC2	3%	6%	-2.6%	2%
COc1cc2c(C(=O)N3CCN(C)CC3)c(C)n(C)c2cc1Br	-2%	6%	2.4%	-8%
Cc1o[nH]c(=O)c1C[C@H](N)C(=O)O	-4%&-7%&-4%	-2%&-7%&0%&4%	-0.3%&0.4%&0.0%&3.6%	1%&-9%&-1%&-6%
CN1CC[C@]2(C)c3cc(O)ccc3N(C)[C@@H]12	-5%[16.8 µM]	25µM*	?	20µM*
COc1cccc(C2=NOC(C(=O)N3CCC4(CC3)OCCO4)C2)c1 (stereo not drawn)	-77%[inhibitor]	-23%	-2.1%	-23%
CCOc1ccc(CN(CCc2ccc3c(c2)OCO3)Cc2ccc(C)cc2)cc1	-16%[10.9 µM]	-9%	7.7%	-17%
COc1ccc(/C=C2\C(=N\O)C3CCN2CC3)cc1	nt	-6%	nt	-7%
Cc1nn(Cc2ccccc2)c(C)c1C(=O)OCC(=O)Nc1ccccc1SCC#N	-11%	-13%	?	-10%
CC(C)(O)[C@H]1[C@H]2OC(=O)[C@@H]1[C@]1(O)C[C@H]3O[C@]34C(=O)O[C@H]2[C@]14C (tested in a mixture with another compound)	nt	13%	-1.2%	20%
CN(C)CC1CSCCC1(O)c1ccc(Cl)cc1 (stereo not drawn)	nt	7%	nt	-1%
CCOP(=O)(NC(C)C)Oc1ccc(SC)c(C)c1 (stereo not drawn)	4%	-2%	1.0%	11%[1.84 µM]
O=C(NCc1ccc(Cl)cc1)C(=O)NCC(c1cccnc1)N1CCN(c2ccccc2)CC1 (stereo not drawn)	-10%[10.9 µM]	19%	0.2%	-14%
C=Cc1ccc(Cn2c(C)c(CNCCc3cc(OC)ccc3OC)c(C(=O)O)c2C)cc1	?	-7%	1.7%	6%
O=C(Nc1ccccc1)NC1CC2CCC(C1)N2 (stereo not drawn)	-8%	-11%	5.6%	-6%
COc1ccc(NC(=O)Nc2cccc3cccnc23)cc1	-61%[inhibitor]	16µM*	?	13µM*
CN(C(=O)c1ccco1)C1(c2ccccc2Cl)CCCCC1=O (stereo not drawn)	-8%	-8%	0.6%	1%
O=C(O)C1=CCCN(CCOC(c2ccc(C(F)(F)F)cc2)c2ccc(C(F)(F)F)cc2)C1	-10%	-19%	1.0%	12%
CCCCCCCCCCCCCC(=O)OC1C(C)[C@@]2(O)C(C=C(CO)C[C@]3(O)C(=O)C(C)=C[C@H]23)[C@@H]2C(C)(C)[C@]12OC(C)=O (stereo partly drawn)	-8%	?	nt	10%
CCCN(CCC)CCc1ccc(O)c(O)c1	-9%	5%	6.6%	11%
Cc1cccc(N2C(=O)CC(=O)NC2=O)c1	0%	4%	0.3%	1%
CSc1ccc(CNC2CN3CCC2CC3)cc1 (stereo not drawn)	-28%	-6%	-1.1%	-4%
O=C(O)[C@@H]1C[C@H]2C[C@@H](CP(=O)(O)O)CC[C@H]2CN1	5%	1%	0.4%	-6%
O=c1[nH]c2ccccc2n1C1CCN(CCCC(c2ccc(F)cc2)c2ccc(F)cc2)CC1	-28%	16µM*	0.6%	25µM*!
CCN1C[C@]2(C)CC[C@@H](O)[C@]34[C@@H]5CC6[C@@H](OC)C[C@@](O)([C@H]5[C@@H]6O)[C@@H](C[C@@H]23)[C@H]14	nt	12%	-4.2%	-5%
Cc1oc(-c2ccc(Cl)cc2)nc1CS(=O)CC(=O)N1CCC2(CC1)OCCO2 (stereo not drawn)	-14%	-9%	-1.0%	2%
c1ccc2c(N3CCNCC3)cccc2c1	-33%[inhibitor]	-15%	-8.4%	11%
CC12CN3CC(C)(CN(C1)C3c1ccco1)C2=O (stereo not drawn)	-3%	-1%	-1.9%	-10%
CC1CC[C@@]2(NC1)O[C@@H]1C[C@H]3C4CC=C5C[C@@H](O)CC[C@]5(C)C4CC[C@]3(C)[C@H]1[C@@H]2C (stereo partly drawn)	9%	-4%	nt	-1%
O=C1N[C@@]2(CN3CCC2CC3)C(=O)N1CN(Cc1ccccc1)c1ccccc1	-12%[10.9 µM]	0%[9.22 µM]	-0.1%[11.4 µM]	-1%[9.22 µM]
CCN(CC)CCCN=C(C)c1c(O)n(-c2ccc(C)cc2)c(=O)[nH]c1=O	-3%	11%	-1.8%	1%
Cc1ccc2c(c1)C1CN(C)CCC1N2C(=O)COc1ccc(S(=O)(=O)N2CCOCC2)cc1 (stereo not drawn)	-14%	5%	1.0%	-6%
CC1CC2CC(=O)C3CCCN4CCCC2[C@]34C1 (stereo partly drawn)	-12%	1%	nt	-12%
COc1ccc(OC)c(N2C(=O)NC(=O)C3(Cc4cc(C)ccc4N(C)C3)C2=O)c1 (stereo not drawn)	-3%	-9%	5.1%	-3%
CCN(CC)c1ccccc1	-1%	4%	0.2%	-1%[1.84 µM]
Cc1cc(NC(=O)c2noc3c2CCCCC3)no1	-40%[inhibitor]	-26%	-2.5%	-26%
CC1(C)CN=C(Nc2nc3ccccc3s2)S1	-36%[inhibitor]	?	10%	?
Cc1cccc(Cn2cccc(C(=O)Nc3cc(C)on3)c2=O)c1	-8%[10.9 µM]	-10%	0.8%	-2%
C[N+]1(C)CCC(OC(=O)C(c2ccccc2)c2ccccc2)CC1	-10%&-7%	-10%&-3%	0.1%&-2.4%	-10%&-2%
CN1CCc2nc(CO)c(CO)cc2C1	nt	9%[9.22 µM]	nt	-6%[9.22 µM]
Cc1ccc(C2(O)CC(C)N(C)CC2C)cc1 (stereo not drawn)	-13%	5%	-1.5%	-1%

Only part of the results is shown; rates above refer to the full screens.
